# Compound activity deposited in PubChem BioAssay by National Center for Advancing Translational Sciences (NCATS).
# IP6K1 inh: IP6K1 kinase inhibition; Q92551; IP6K1 kinase, ADP-Glo luminescence, 2 h; active compounds read low; activity change, % (series mostly up to about 58 µM); 140,000 compounds, 0.81% hits; AID 1645851; in the data active means activity change below about -25%
#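 ADP-Glo luminescence measures ADP made by human IP6K1 during a 2 h RT reaction with ATP/IP6 (mix at 1.3 mM/130 uM); top library doses 57.5 and 19.1 uM final.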
# Luciferase inh: Photinus pyralis luciferase inhibition. purified P. pyralis luciferase, luminescence, biochemical. Potency, µM (series often up to 115 µM), for the others: top-dose activity change, negative = inhibition, usual class: inhibitors. 76,000 compounds, 2.5% hits. AID 1347043; further: potency means the concentration at half of the fitted maximal effect; nearly all actives have a fitted effect of over 65% in size
# Target sequence (P08659 whole entry, looked up): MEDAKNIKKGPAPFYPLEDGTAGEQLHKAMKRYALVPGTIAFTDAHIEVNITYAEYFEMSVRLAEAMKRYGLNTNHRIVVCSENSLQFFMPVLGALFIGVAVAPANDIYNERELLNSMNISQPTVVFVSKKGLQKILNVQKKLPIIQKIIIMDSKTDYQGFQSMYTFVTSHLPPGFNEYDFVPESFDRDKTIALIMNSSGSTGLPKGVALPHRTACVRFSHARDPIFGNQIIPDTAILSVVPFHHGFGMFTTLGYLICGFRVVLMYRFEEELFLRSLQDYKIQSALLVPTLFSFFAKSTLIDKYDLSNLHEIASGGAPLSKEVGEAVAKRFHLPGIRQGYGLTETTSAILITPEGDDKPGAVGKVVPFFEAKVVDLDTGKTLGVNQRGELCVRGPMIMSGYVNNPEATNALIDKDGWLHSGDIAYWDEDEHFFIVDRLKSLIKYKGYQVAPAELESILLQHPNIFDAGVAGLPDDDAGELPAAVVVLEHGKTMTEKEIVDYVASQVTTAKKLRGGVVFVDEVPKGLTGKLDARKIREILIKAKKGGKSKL
#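 Purified P. pyralis luciferase (10nM final) in 50mM Tris acetate pH 7.5, 10mM Mg acetate, 0.01% Tween-20, 0.05% BSA with 10uM D-luciferin and 10uM ATP. Compounds titrated qHTS. Luminescence imaged on CCD.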
# HEK293 tox: cytotoxic compounds in HEK 293 cells; 94,000 compounds, 6.6% hits; Potency, µM (titrated, usually from 115 µM), for the others: at the top dose activity change, negative = cytotoxicity, usual class: inhibitors; HEK 293 viability, ATP luminescence (CellTiter-Glo), 48-72 h; AID 1345083; further: potency means the concentration at half of the fitted maximal effect; nearly all actives have a fitted effect of over 60% in size
#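 Cells seeded first (HEK 293, 250 cells/well), then compound added by pintool. Incubation ran 48 or 72 hr at 37 degree Celsius. CellTiter-Glo was added and luminescence imaged after 10 min at room temperature.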
# 3T3 cytotox: cytotoxic compounds in NIH 3T3 cells; NIH 3T3 viability, CellTiter-Glo ATP luminescence, 48-72 h; Potency, µM (highest dose often 96.7 µM), for inactives: at the highest dose activity change, negative = cytotoxicity, usual class: inhibitors; 94,000 compounds, 4.3% hits; further: potency means the concentration at half of the fitted maximal effect; nearly all actives have a fitted effect of over 55% in size
#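 Cells were seeded at 400 per well, treated with pin-transferred compound, and kept 48 or 72 hr at 37 °C before CellTiter-Glo addition and luminescence imaging of cellular ATP.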
# SNCA expr inh: SNCA gene expression inhibition | HEK-293 SNCA-luciferase knock-in, luminescence, 24 h | Potency, µM (series often up to 57.2 µM), without a hit: at the highest dose activity change, negative = inhibition, usual class: inhibitors | 140,000 compounds, 0.17% hits | AID 1671194;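 further: potency means the concentration at half of the fitted maximal effect; plate controls were DMSO cells for no effect and cell-free wells for full effect; nearly all actives have a fitted effect of over 45% in size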
# GPT2 inhibitor: blocks human glutamate pyruvate transaminase 2; 100,000 compounds, 0.25% hits; Recombinant GPT2, coupled pyruvate oxidase/HRP Amplex Red fluorescence; AID 1671188; Q8TD30; Potency, µM (doses to about 57.7 µM), without a hit: top-dose activity change, negative = inhibition, hits mostly inhibitors; further: potency means the concentration at half of the fitted maximal effect; nearly all actives have a fitted effect of over 60% in size; many of its hits are not listed in these tables
# Target sequence (Q8TD30 whole entry, looked up): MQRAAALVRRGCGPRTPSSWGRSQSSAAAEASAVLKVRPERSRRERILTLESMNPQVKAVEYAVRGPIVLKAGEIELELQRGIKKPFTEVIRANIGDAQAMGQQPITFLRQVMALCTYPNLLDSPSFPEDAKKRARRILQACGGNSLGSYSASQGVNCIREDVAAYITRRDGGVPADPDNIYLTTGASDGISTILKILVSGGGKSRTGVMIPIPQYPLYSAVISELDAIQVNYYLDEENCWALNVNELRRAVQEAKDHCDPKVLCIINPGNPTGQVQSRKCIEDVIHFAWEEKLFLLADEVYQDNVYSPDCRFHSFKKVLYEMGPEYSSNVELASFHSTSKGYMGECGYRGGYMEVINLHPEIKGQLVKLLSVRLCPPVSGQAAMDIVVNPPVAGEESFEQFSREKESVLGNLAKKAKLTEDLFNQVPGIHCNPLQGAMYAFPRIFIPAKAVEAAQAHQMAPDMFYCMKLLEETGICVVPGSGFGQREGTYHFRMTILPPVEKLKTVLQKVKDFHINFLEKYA
#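 GPT2 10ng/uL, a-KG 250uM, L-Ala 2mM, HEPES pH7.5 + 0.0001% Tween; 30 min RT. Then Amplex mix (PO/HRP/ThPP), 30 min RT dark, fluorescence. AOA 50uM used as positive control.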
# HEK293 viab: reduces viability of HEK-293 SNCA reporter cells | HEK-293-SNCA-luc viability, GF-AFC fluorescence, 24 h | Potency, µM (top dose mostly 57.1 µM), without a hit: at the highest dose activity change, negative = cytotoxicity, most hits filed as cytotoxic | 150,000 compounds, 0.12% hits | AID 1671193;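 further: potency means the concentration at half of the fitted maximal effect; 0% = DMSO-treated cells and -100% = medium-only wells without cells; nearly all actives have a fitted effect of over 30% in size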
#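 Cytotoxicity counterscreen: after 24 h compound treatment of genome-edited SNCA-luciferase HEK-293 cells, live-cell protease substrate GF-AFC read by fluorescence after 30 min; activity scaled between DMSO (0%) and medium-only (-100%), curves Hill-fitted.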
# The depositor's hits bear a star; i = inactive; ? = inconclusive; nt = not tested or not shown; & = joins results of further samples; [ ] = remark or other dose. Unless noted, the call rests on the fitted dose curve; in most records, active means well fitted curve in the direction sought with a large enough effect; inconclusive means small, poorly fitted or top-dose-only effect, or another doubt; inactive means no such curve, though single readings can be large; an effect the other way counts as inactive or inconclusive. Unless noted, on the % scale 0 is the no-effect control and ±100 the full control effect.
SMILES,IP6K1 inh,Luciferase inh,HEK293 tox,3T3 cytotox,SNCA expr inh,GPT2 inhibitor,HEK293 viab
CSc1ccc(-c2cccc(C(=O)NCCNC(=O)C(C)(C)C)c2)cc1,8,nt,-7%,-15%,6%,i,4%[12.5 µM]
CCC(C)NC(=O)c1[nH]c2cc(C)ccc2c1Sc1ccc(Cl)cc1 (configuration not stated),1,nt,nt,nt,16%,nt,7%
O=C1NCCCCCCN(Cc2ccncc2)[C@@H]2CN(S(=O)(=O)Cc3ccccc3)CC[C@@H]12,-1,1%,i,-12%,2%,0%,5%
CC(C)CNC(=O)C(NC(=O)CC(C)C)C1CCN(C(=O)c2cccc(Br)c2)CC1 (configuration not stated),27,-11%,i,-28%,-9%,i,3%
Cc1nc2c(c(-c3ccc(O)cc3)n1)CN(C(=O)c1ccc(F)cc1)CCC2,4,-3%,-5%,-8%,1%,-4%,7%
COc1cc(CNC(=O)C2CCN(c3cn[nH]c(=O)c3)C2)cc(OC)c1 (configuration not stated),12,0%,-11%,-10%,-28%,-26%,2%
CNC(=O)[C@@H]1CN(S(=O)(=O)C(C)C)C[C@H]1c1n[nH]c(C)n1,9,-13%,-2%,2%,0%,i,8%
C=C1C2=CC(O)C(C)C1(C)CC/C(C)=C/CCC1(C)OC1C2=O (configuration not stated),16,nt,nt,nt,nt,2%[27.3 µM],-25%
CC(C)NC(=O)C1CCc2nnc(CNC(=O)C3CC3)n21 (configuration not stated),14&7,-9%[172 µM],-9%&-27%[172 µM],-8%&-8%[138 µM],12%&26%[87.6 µM],i,-2%&-2%[87.6 µM]
COc1ccc(N2CCN(c3nc(C(=O)NCc4cccc(C)c4)cs3)CC2)cc1,5,-2%,18µM*,?,-24%,?,-25%
C[C@@]12CC[C@@H]3[C@@](CC[C@H]4[C@@]3(C)CCC[C@@]4(C)C(=O)O)(CC1=O)C2,1,nt,nt,nt,nt,i,-1%
CC(=O)N1CCC(c2nn(-c3ccc(Cl)cc3)c(=O)[nH]2)CC1,26,-10%[172 µM],-8%[172 µM],-26%[138 µM],13%[87.6 µM],i,4%[87.6 µM]
Cc1c(C(=O)NN2CCCCC2)nn(-c2ccc(Cl)cc2Cl)c1-c1ccc(Cl)cc1,5,nt,nt,nt,-8%,i,-20%
Cc1ccc2c(C(=O)N3CCN(c4ccc(F)cc4)CC3)cc(NC(=O)C(C)C)cc2n1,22,-2%,-24%,-14%,-2%,1%,16%
c1coc(-c2nnc([C@H]3CCN(Cc4c[nH]c5ccccc45)C3)o2)c1,-13,-28%[172 µM],?,?,6%[87.6 µM],i,4%[87.6 µM]
CCC(=O)Nc1ccccc1-c1nc2ccccc2n(C(C)C(=O)Nc2ccc(OC)cc2)c1=O (configuration not stated),-21,nt,nt,nt,119%[activator],nt,?
O=C(c1cccc(F)c1)N1CCC2(CC1)N=C(c1ccc(Cl)cc1)NO2,2,2%,?,?,6%,i,-4%
CC(C)(Oc1nn(Cc2cccc(Cl)c2)c2ccccc12)C(=O)N1CCCC1,1,5%[172 µM],?,50µM*,?,-19%[88.5 µM],?
CN1C(=O)C2(CCN(Cc3cccc4ccccc34)C2)c2ccccc21 (configuration not stated),0,1%[172 µM],28µM*,?,?,i,-22%[87.6 µM]
COc1cccc(CN2CCC3(CCCO3)CCC2=O)c1 (configuration not stated),13,-1%,3%,-3%,2%,-5%,2%
O=C(CC1CCOC2(CCN(C3CCN(Cc4ccccc4)CC3)CC2)C1)N1CCCC1 (configuration not stated),-1,1%,?,?,-8%,i,10%
O=C(Cc1cccc(Cl)c1)N1CCCC(c2nn(-c3cccc(Cl)c3)c(=O)[nH]2)C1 (configuration not stated),2,-8%,?,?,?,i,3%
COc1ccc(-c2nc(S(=O)(=O)c3ccc(C)cc3)c(N3CCCCC3)o2)cc1,-2,nt,nt,nt,-2%,nt,10%
Cc1nc(CCNS(=O)(=O)c2c(C)noc2C)no1,30,0%,5%,3%,-6%,i,1%
O=C1[C@@H]2C[C@@H](O)CN2C2(CN(Cc3cccc(OC(F)(F)F)c3)C2)C(=O)N1Cc1ccccc1F,-9,-4%,-22%,-26%,-16%,i,4%
CCOC(=O)c1[nH]c2c(c1Cc1ccccc1)C(=O)CC(c1ccc(OC)cc1)C2 (configuration not stated),24,nt,nt,nt,?,nt,-5%
O=C(NCCC1=CCCCC1)c1ccc(Cn2ccn3nc4c(c3c2=O)CCCC4)cc1,22,-21%,40µM*,?,24%,-28%,-15%
CCCNC(=O)N(CCC)CC1CCOC1 (configuration not stated),18,-8%,5%,?,22%,-9%,14%
CCCN1CCc2[nH]cnc2C12CCN(C(=O)Cc1ccc3c(c1)OCO3)CC2,-3,8%,0%,-10%,7%,3%,-6%
CC(C)n1cnnc1CC1CCN(C(=O)Cc2c[nH]c3ccccc23)C1 (configuration not stated),25,nt,-1%,-18%,?,0%,-1%
CCc1noc(-c2cccn3c(CNC(=O)c4cc(Cl)ccc4F)nnc23)n1,-5,-10%,-6%,-15%,3%,0%,7%
O=C(NCC1CCCCC1)C1(CCO)CCN(c2ncccn2)C1 (configuration not stated),-10,6%,1%,-4%,16%,i,-1%
C=CCNC(=O)[C@@H]1Cc2cn(Cc3nccn3C)c3cccc(c23)[C@H](CC(C)C)N1,-14,12%[172 µM],?,79µM*,-25%[87.6 µM],?,-5%[87.6 µM]
CC1(C(=O)Nc2ccccc2F)COCc2cnc(Nc3ccccc3)nc21 (configuration not stated),-11,13%[172 µM],?,?,-11%[87.6 µM],i,-20%[87.6 µM]
Cc1cc(CNC(=O)c2cc(-c3ccccc3C)cc3c2OCCN3C)no1,-18,-2%[172 µM],?,?,-5%[87.6 µM],3%[88.5 µM],-6%[87.6 µM]
Cc1ccccc1C(=O)N1CCC2(CC1)C(=O)NCN2Cc1ccc(Cl)cc1,1,2%,?,?,12%,-4%,16%
Cc1ccc(CCNC(=O)c2cn(C)c3ccc(S(=O)(=O)N4CCCCC4)cc3c2=O)cc1,-16,nt,nt,nt,0%,nt,0%
O=C(NCC1CC1)c1cccc(OC2CN(C3CCOCC3)C2)c1,-4,-15%,-10%,-12%,-8%,?,3%
Cc1ccccc1CN1C(=O)c2ccccc2S(=O)c2ccc(C(=O)N3CCOCC3)cc21 (configuration not stated),6,nt,nt,nt,7%,nt,0%
COc1ccc(-c2cc(C(F)(F)F)nc(SCC(=O)NCc3ccc(F)cc3)n2)cc1,1,nt,nt,nt,14%,nt,0%
O=C(N[C@@H]1CNCCC[C@H]1O)c1ccc(OCc2ccccc2)cc1,-6,-3%[172 µM],3%[172 µM],-20%[174 µM],4%[87.6 µM],-2%[88.5 µM],4%[87.6 µM]
Cc1ccc(Cl)cc1-n1ncc2c(NCCCn3ccnc3)ncnc21,10,nt,nt,nt,11%,nt,7%
CCCn1ccc2c(OCC(=O)Nc3cc(C)ccc3C)cccc2c1=O,34,nt,nt,nt,2%,nt,4%
CNC(=O)[C@H]1C[C@H](Oc2ccccc2)CN1C(=O)NCc1ccccc1,31,6%,1%,-4%,?,3%,-21%
COCCOC1CN(C2CCN(S(=O)(=O)c3ccccc3)CC2)C12CCCCC2 (configuration not stated),29,8%,-17%,-11%,10%,?,-9%
COC[C@@H]1CN(C(=O)c2cccc(F)c2)C[C@H]1C(N)=O,6,5%,3%,i,-1%,i,-7%
Cc1ccc(N2CCC(NS(=O)(=O)c3cn(C)c(C)n3)C2=O)cc1C (configuration not stated),-8,-2%,2%,0%,-5%,-6%,-6%
CCCN1CCC2(CCN(C(=O)c3ccc(OC)cc3)CC2)Oc2ccccc21,-13,9%,45µM*,?,-13%,-4%,-18%
COc1cc(OC)c(NS(=O)(=O)c2cc3c(cc2C)NC(=O)CO3)cc1Cl,3,nt,nt,nt,5%,nt,-12%
CC(=O)NC[C@H]1O[C@@H](Cc2nc(-c3ccc(OC(F)(F)F)cc3)no2)[C@H](O)[C@@H]1O,2,10%[172 µM],?,-29%[174 µM],49%[activator][87.6 µM],2%[88.5 µM],7%[87.6 µM]
O=C1N(C2CCOCC2)C[C@H]2CN(Cc3ccc(C(F)(F)F)cc3)CCN12,-5,3%[172 µM],?,-23%[138 µM],-21%[87.6 µM],i,-7%[87.6 µM]
CN1CCC(OC2CCN(C(=O)CC3CCCC3)CC2)CC1,-1,3%,-8%,2%,-20%,i,1%
COc1cccc(CNC(=O)N(C)C2CCc3nn(CC4CC4)c(=O)n3CC2)c1 (configuration not stated),4,-5%,-4%,-15%,6%,?,4%
COc1ccc(-c2nc3ccc(NS(=O)(=O)c4ccc(Cl)cc4)cc3o2)cc1,14,nt,nt,nt,30%,nt,9%
O=C(C1CC(=O)N(c2n[nH]c3cccc(F)c23)C1)N1CCC(Cc2ccccc2)CC1 (configuration not stated),-14,14%,?,?,-3%,-6%,-24%
O=C(CCC1CCCCC1)NC1CCN(c2ccc(=O)n(CC3CC3)n2)CC1,0,3%,?,?,?,2%,-4%
CC(C)NC(=O)N1CC2ON=C(C(=O)N3CCN(c4ncccn4)CC3)C2C1 (configuration not stated),6,nt,-8%,-6%,1%,-2%,6%
CO[C@@]1(C)C[C@@H](O)C12CCN(C(=O)C1(c3ccccc3F)CC1)CC2,9,-8%,-10%,-4%,6%,0%,-1%
CN(C)c1nc(-c2ccccc2)nc2c1CCN(C(=O)C1CC13CCC3)C2 (configuration not stated),8,7%,?,?,0%,i,1%
O=C(NCc1ccccc1Cl)C1CCC(CNS(=O)(=O)c2ccc(Cl)cc2)CC1 (configuration not stated),4,nt,nt,nt,33%[activator],nt,7%
CCOc1ccccc1CNC(=O)C(C)C1CCOCC1 (configuration not stated),16,-7%,12%,i,?,-1%,7%[12.5 µM]
CCN1CCN(c2ccc3nnc(C(C)C)n3n2)CC1,14,-4%,-18%,-14%,-2%,i,1%
Cc1ccc(C(=O)Nc2cc3c(cc2C)n(C)c(=O)c(=O)n3C)cc1,-5,nt,nt,nt,-6%,nt,4%

# Structural class, the entries above containing a CF3 group
SMILES,IP6K1 inh,Luciferase inh,HEK293 tox,3T3 cytotox,SNCA expr inh,GPT2 inhibitor,HEK293 viab
O=C1[C@@H]2C[C@@H](O)CN2C2(CN(Cc3cccc(OC(F)(F)F)c3)C2)C(=O)N1Cc1ccccc1F,-9,-4%,-22%,-26%,-16%,i,4%
COc1ccc(-c2cc(C(F)(F)F)nc(SCC(=O)NCc3ccc(F)cc3)n2)cc1,1,nt,nt,nt,14%,nt,0%
CC(=O)NC[C@H]1O[C@@H](Cc2nc(-c3ccc(OC(F)(F)F)cc3)no2)[C@H](O)[C@@H]1O,2,10%[172 µM],?,-29%[174 µM],49%[activator][87.6 µM],2%[88.5 µM],7%[87.6 µM]
O=C1N(C2CCOCC2)C[C@H]2CN(Cc3ccc(C(F)(F)F)cc3)CCN12,-5,3%[172 µM],?,-23%[138 µM],-21%[87.6 µM],i,-7%[87.6 µM]
